RGS7-Gao = RGS7-Galphao binding modulators, primary screen, biochemical, multiplexed bead flow cytometry; Guanine nucleotide-binding protein G(o) subunit alpha (Homo sapiens), P09471; AID 1439, 2008; 220,000 compounds, 0.35% hits; binding response (% of control), % at 10 µM; actives lie on both sides; in the data active means binding response below about 49% or above about 150%; inconclusive means no clear call, values can overlap the other calls; inactive means in between;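 further: fluorescent Galphao held in activated GDP-AlF4 state binding bead-coupled RGS7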
Target sequence (P09471 whole entry, looked up): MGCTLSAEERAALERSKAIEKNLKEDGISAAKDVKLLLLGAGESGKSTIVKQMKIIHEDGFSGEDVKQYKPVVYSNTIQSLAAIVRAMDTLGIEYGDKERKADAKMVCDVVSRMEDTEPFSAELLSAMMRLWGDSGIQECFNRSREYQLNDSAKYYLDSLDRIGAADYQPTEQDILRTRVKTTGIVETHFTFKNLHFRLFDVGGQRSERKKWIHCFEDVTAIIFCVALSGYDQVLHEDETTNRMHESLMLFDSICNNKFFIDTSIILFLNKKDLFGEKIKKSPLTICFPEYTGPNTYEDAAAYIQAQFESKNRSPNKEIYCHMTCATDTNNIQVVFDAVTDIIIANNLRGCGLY
Bcl-2 Bim block = inhibitors of Bim-Bcl-2 binding, primary screen, biochemical, multiplexed, human Bcl-2 family | Apoptosis regulator Bcl-2 (Homo sapiens), P10415 | Bead-based flow cytometry, Bim peptide-Bcl-2 binding | inhibition, % at 10 µM | 190,000 compounds, 0.06% hits | AID 950, 2007; in the data active means inhibition above about 40%; inconclusive means no clear call, values can overlap the other calls;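 further: 0% = no compound wells with probe peptide and 100% = reference peptide inhibitor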
Target sequence (P10415 whole entry, looked up): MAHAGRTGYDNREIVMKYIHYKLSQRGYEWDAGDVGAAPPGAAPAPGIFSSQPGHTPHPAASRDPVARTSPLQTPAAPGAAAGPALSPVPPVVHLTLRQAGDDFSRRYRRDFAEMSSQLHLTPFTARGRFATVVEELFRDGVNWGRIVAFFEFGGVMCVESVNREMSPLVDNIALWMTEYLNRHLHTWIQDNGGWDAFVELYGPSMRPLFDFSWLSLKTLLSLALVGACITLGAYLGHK
Mcl-1 Bim block = inhibitors of Bim peptide binding to Mcl-1, primary screen, biochemical, bead-based flow cytometry, multiplex; Induced myeloid leukemia cell differentiation protein Mcl-1 (Homo sapiens), Q07820; Bim peptide-Mcl-1 binding; inhibition, % at 10 µM; 190,000 compounds, 0.1% hits;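 further: 0% = no compound tracer wells and 100% = peptide blocker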
ABCG2 block = ABCG2 efflux pump inhibitors, primary screen, multiplex with ABCB1, IgMXP3 cells, flow cytometry | JC-1 efflux | 190,000 compounds, 0.1% hits | Broad substrate specificity ATP-binding cassette transporter ABCG2 (Homo sapiens), Q9UNQ0 | inhibition, % at 6.6 µM;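 active means inhibition above 80%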;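 further: 0% = DMSO and 100% = nicardipine control wells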
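Test system: IgMXP3 (ABCG2) plus far-red-tagged CCRF-Adr (ABCB1) cells / Amount: 3 million cells/mL in well / Reagent: JC-1 transporter substrate / Timing: 10 min compound exposure, 25 °C / Signal: flow cytometry, 530 nm JC-1 signal / Read-out: percent efflux inhibition, scaled nicardipine 100% to DMSO 0% / Benchmarks: nicardipine as high control, DMSO as low control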
Bcl-B Bim block = inhibitors of Bim-Bcl-B binding, primary screen, biochemical, multiplexed, human Bcl-2 family; Bcl-2-like protein 10 (Homo sapiens), Q9HD36; bead-based flow cytometry, Bim peptide-Bcl-B binding; inhibition, % at 10 µM; 190,000 compounds, 0.073% hits;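 further: 0% = tracer peptide without compound and 100% = reference inhibitor peptide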
Bcl-W Bim block = inhibitors of Bim binding to Bcl-W, primary screen, biochemical, multiplexed, bead-based flow cytometry; Bcl-2-like protein 2 (Homo sapiens), Q92843; 190,000 compounds, 0.02% hits; inhibition, % at 10 µM; AID 952, 2007; Bim peptide-Bcl-W binding;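 further: 0% = bound tracer without compound and 100% = peptide blocker; higher means less fluorescent Bim peptide bound to Bcl-W beads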
Target sequence (Q92843 whole entry, looked up): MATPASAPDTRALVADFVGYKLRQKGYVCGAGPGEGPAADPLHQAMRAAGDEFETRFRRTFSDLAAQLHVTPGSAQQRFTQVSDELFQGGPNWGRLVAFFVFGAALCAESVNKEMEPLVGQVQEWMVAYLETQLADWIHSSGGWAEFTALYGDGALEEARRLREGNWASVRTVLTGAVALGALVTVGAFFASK
Bim-Bcl-XL = inhibitors of Bim-Bcl-XL binding, primary screen, biochemical, multiplexed, bead flow cytometry, human Bcl-XL; Bim peptide-Bcl-XL binding, fluorescence; inhibition, % at 10 µM; 190,000 compounds, 0.04% hits
Target sequence (Q07817 whole entry, looked up): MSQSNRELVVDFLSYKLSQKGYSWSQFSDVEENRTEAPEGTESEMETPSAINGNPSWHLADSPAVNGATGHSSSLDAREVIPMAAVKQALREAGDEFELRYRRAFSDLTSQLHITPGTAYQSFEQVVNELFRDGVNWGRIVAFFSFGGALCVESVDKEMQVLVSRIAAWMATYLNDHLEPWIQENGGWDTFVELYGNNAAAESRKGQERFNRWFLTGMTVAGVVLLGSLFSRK
Bfl-1 Bim block = inhibitors of Bim binding to Bfl-1, primary screen, biochemical, multiplexed, bead-based flow cytometry; AID 1008, 2008; Bcl-2-related protein A1 (Homo sapiens), Q16548; Bim-Bfl-1 binding inhibition; 190,000 compounds, 0.12% hits; inhibition, % at 10 µM;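 further: 0% = wells without compound plus tracer and 100% = blocker peptide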
RGS8-Gao reg = RGS8-Galphao binding modulators, primary screen, biochemical, multiplexed bead flow cytometry; Guanine nucleotide-binding protein G(o) subunit alpha (Homo sapiens), P09471; actives lie on both sides; response (percent of control binding), % at 10 µM; 220,000 compounds, 0.34% hits; AID 1423, 2008; in the data active means response below about 60% or above about 140%; inactive means in between;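 further: Galphao activated as the GDP aluminium fluoride complex binding bead-coupled RGS8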
RGS4-Gao reg = modulators of RGS4 binding to Galphao, primary screen, biochemical, multiplexed bead flow cytometry; actives lie on both sides; Guanine nucleotide-binding protein G(o) subunit alpha (Homo sapiens), P09471; 220,000 compounds, 0.33% hits; binding response (% of control), % at 10 µM; in the data active means binding response below about 49% or above about 150%; inactive means in between;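 further: fluorescent Galphao activated with aluminum fluoride binding bead-coupled RGS4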
ABCB1 inh = ABCB1 efflux pump inhibitors, primary screen, cell-based, multiplex, flow cytometry, ABCG2 counter-screen; ATP-dependent translocase ABCB1 (Homo sapiens), P08183; CCRF-Adr cells, JC-1 efflux; inhibition, % at 6.6 µM; 190,000 compounds, 0.067% hits; in the data active means inhibition above about 40%;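 further: 0% = vehicle and 100% = reference inhibitor; higher value means more JC-1 retained so stronger ABCB1 efflux block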
* marks the source's active call; other numbers are inactive results; ? = inconclusive; · = no result given. Unless noted, no stated cut-off is given here; in the data, active means inhibition above about 40%. An unsorted share of the library; 0.94% or so of the library scored in one or more.

SMILES	RGS7-Gao	Bcl-2 Bim block	Mcl-1 Bim block	ABCG2 block	Bcl-B Bim block	Bcl-W Bim block	Bim-Bcl-XL	Bfl-1 Bim block	RGS8-Gao reg	RGS4-Gao reg	ABCB1 inh
COc1cc(/C=N/Nc2nc(N3CCCC3)nc(N3CCCC3)n2)ccc1O	96	0	-1	1	-3	0	-1	0	101	93	0.4
Cc1ccc(C(=O)OCC(=O)Nc2sc3c(c2C#N)CCCC3)cc1NC(=O)c1ccco1	92	-10	-2	-1	-14	-2	-1	-8	103	93	0.1
CCOC(=O)N1CCN(C(=S)Nc2cccc(C)c2)CC1	100	-14	-3	5	-9	0	-13	-14	101	101	1.3
Cc1cc(CN2CCCCC2)oc1C(=O)O	97	-5	0	1	-8	0	-8	-18	99	101	0.4
Cc1cccc(N2CCN(C(=O)C3(S(=O)(=O)c4ccc(Cl)cc4)CC3)CC2)c1C	96	-4	-2	2	-5	-4	-5	-6	102	94	0.7
Cn1c(CNC(=O)c2ccc(F)cc2)nc2ccccc21	106	-2	-7	2	2	-3	-3	-6	126	109	0.7
C=CCn1c(SCC(=O)Nc2nnc(CC)s2)nnc1-c1ccncc1	104	0	-3	4	1	5	0	6	103	98	1.4
Cc1cc(-c2nnc3sc(-c4ccc(Cl)cc4Cl)nn23)n[nH]1	101	-6	0	4	-2	0	-2	-8	101	102	0.5
CC/C(O)=C1\C(=O)CC(c2ccccc2)CC1=NCCc1c(C)[nH]c2ccc(C)cc12 (stereo not drawn)	100	0	-2	13	-3	-1	-2	0	100	104	5.6
O=C(Cc1ccccc1)NC(Nc1cccc2ccccc12)C(Cl)(Cl)Cl (stereo not drawn)	101	0	1	0	4	1	1	-3	101	101	0.1
O=C/C(=C\Nc1ccccn1)c1nc2cc(Cl)ccc2o1	99	0	4	3	-8	-7	-7	0	102	100	-0.4
Cc1ccc(C)c(OCC(=O)NCCNC(=O)COc2cc(C)ccc2C)c1	104	-4	-3	1	-9	-5	-7	4	100	100	0.4
COc1ccc(Br)cc1CN1CCN(C(=O)c2cccc(OC)c2OC)CC1	100	1	6	·	-2	0	0	-9	100	105	·
COCc1nnc(SCC(=O)NC(C)c2ccccc2)n1-c1ccccc1 (stereo not drawn)	103	-4	-2	0	-11	1	2	-8	101	107	-0.3
O=C(NC1CCCCC1)C(c1ccc2ncccc2c1)N(Cc1ccc2c(c1)OCO2)C(=O)c1cccs1 (stereo not drawn)	96	-1	9	4	-7	7	1	-11	99	96	4.6
O=C(N/N=C(\c1ccccc1)c1ccccn1)c1cccc([N+](=O)[O-])c1	97	3	3	26	9	4	9	4	92	99	1.1
Cc1onc(-c2c(F)cccc2Cl)c1C(=O)NCc1ccco1	95	0	0	3	0	1	1	0	92	88	0.8
O=C(COc1nsnc1N1CCOCC1)N/N=C/c1ccccc1O	90	-6	-8	13	-9	-3	-8	-3	96	95	1.4
Cc1nnc(SCc2nc3sc4c(c3c(=O)[nH]2)CCCC4)[nH]c1=O	?	1	1	0	-3	-2	-1	-5	101	98	0.1
Cc1cc(C)c2c(N)c(C(=O)NCc3ccco3)sc2n1	100	-1	4	2	-11	2	0	5	102	102	0.7
O=C1C2CC=CCC2C(=O)N1c1ccc(OCC(O)Cn2nnc3ccccc32)cc1 (stereo not drawn)	105	-11	-1	5	-9	2	-3	-8	102	103	0.8
CNC(=O)C1CC(=O)N(CCc2ccc(OC)cc2)C(=Nc2ccc(OC)cc2)S1 (stereo not drawn)	101	-26	3	2	0	-2	-4	-1	100	105	0.9
Cc1ccc(NC(=S)NCCN(C2CCCCC2)C2CCCC2)cc1C	88	-3	0	0	-11	-1	2	-1	96	93	3.1
CC1CCCN(CCC(=O)c2ccc(Br)cc2)C1 (stereo not drawn)	90	2	-3	-1	7	2	-2	6	95	91	-0.2
COCc1n[nH]c(=S)n1-c1ccccc1	105	-1	-3	0	-4	0	-2	0	99	103	0.3
COc1cccc(C(=O)OCCCN(C)C)c1	100	-13	-3	2	-9	-5	-12	-13	100	100	0.2
O=C(NC(Cc1ccccc1)C(=O)O)/C(=C/c1ccc([N+](=O)[O-])cc1)NC(=O)c1ccccc1Br (stereo not drawn)	100	-2	0	2	-1	-2	-2	-3	102	105	0.7
N#Cc1c(NC(=O)C2CC(c3c(F)cccc3Cl)=NO2)sc2c1CCC2 (stereo not drawn)	108	-3	-3	3	-7	-1	-5	-1	101	98	·
Nc1ccc(Nc2ccccc2N)cc1	87	-2	0	40	-2	8	0	-5	92	88	8.7
Cc1cccc(CCNC(=O)C2CCC(CNS(=O)(=O)c3cccs3)CC2)c1 (stereo not drawn)	105	-1	-2	5	-3	1	0	0	103	105	0.6
CC(=O)c1cc2c(cc1NC(=O)CSc1nc3ccccc3o1)OCO2	108	-11	-5	57	-6	0	-7	-16	100	102	4.5
Cc1nc2nc3c(cn2n1)C(=O)CC(c1ccccc1)C3 (stereo not drawn)	103	-9	-2	0	-12	0	-10	-13	104	102	-0.1
COc1ccc(C(=O)Cc2cc(OC)c(OC)cc2[N+](=O)[O-])c(OC)c1	101	-12	-2	13	-11	0	-11	-16	103	102	1.8
CCCNc1nc2c(c(=O)n(C)c(=O)n2C)n1Cc1ccc(F)cc1	98	-10	-4	9	-9	-7	-11	-7	98	95	1.2
CCOCCn1c(CC)nc2ccccc21	95	-4	0	2	-3	-1	-3	-5	100	99	0.2
CC(Oc1cccc2cccnc12)C(=O)N/N=C/c1ccccc1 (stereo not drawn)	99	-3	-3	1	-2	-1	-4	-2	101	103	-0.3
COc1ccc(F)cc1S(=O)(=O)NC1CCCCCC1	105	-10	-4	10	-6	-3	-3	-13	102	99	1.4
COc1ccccc1CC(=O)Nc1ccc2c(c1)C(=O)NC2=O	?	6	2	15	3	-3	0	0	96	92	0.4
O=C(Nc1ccc2nc(-c3ccc(Br)o3)[nH]c2c1)c1cccs1	98	11	7	-11	12	10	12	18	99	101	-1.2
Cc1ccc(CC2S/C(=C(/C#N)C(=O)NCc3ccco3)N(c3ccccc3)C2=O)cc1 (stereo not drawn)	97	1	1	1	2	3	1	0	99	91	0.8
CSc1nc(-c2ccccc2)cn1-c1ccc(NC(C)=O)cc1	104	-3	-3	2	-10	-6	-3	-10	105	104	0.0
COCCn1c(SCC(=O)c2ccc3c(c2)OCCO3)nnc1-c1ccco1	98	-7	-7	23	-13	-1	-11	-18	98	100	0.5
CCOc1ccc2nc(NC(=O)CCn3cccc3)sc2c1	97	-5	2	-4	-5	2	-3	-2	102	97	-3.3
C/C(=N\NC(=O)c1ccc(NS(=O)(=O)c2cccs2)cc1)c1ccc2c(c1)OCO2	?	-6	-1	8	-5	-2	-2	-5	98	100	1.8
O=C(COC(=O)c1ccc(F)cc1)Nc1ccccc1N1CCOCC1	101	-3	-4	0	-13	-6	-6	-3	107	107	0.4
CCn1c(SCC(=O)c2ccc(C)cc2)nnc1-c1ccncc1	101	-13	-6	26	-12	-2	-7	-20	101	100	-1.8
Cc1ccc2cc(C#N)c(SCC(=O)N3CCCc4ccccc43)nc2c1C	99	-1	0	13	-1	0	0	-2	96	96	1.5
Cc1ccc(C2=NN3C(C2)c2ccccc2OC32C(=O)Nc3ccccc32)cc1 (stereo not drawn)	104	-1	0	0	0	-2	0	-2	101	105	-0.1

Reprinted from the results shown for reference:
SMILES	RGS7-Gao	Bcl-2 Bim block	Mcl-1 Bim block	ABCG2 block	Bcl-B Bim block	Bcl-W Bim block	Bim-Bcl-XL	Bfl-1 Bim block	RGS8-Gao reg	RGS4-Gao reg	ABCB1 inh
COc1ccc(F)cc1S(=O)(=O)NC1CCCCCC1	105	-10	-4	10	-6	-3	-3	-13	102	99	1.4
COc1ccccc1CC(=O)Nc1ccc2c(c1)C(=O)NC2=O	?	6	2	15	3	-3	0	0	96	92	0.4

More compounds follow.
SMILES	RGS7-Gao	Bcl-2 Bim block	Mcl-1 Bim block	ABCG2 block	Bcl-B Bim block	Bcl-W Bim block	Bim-Bcl-XL	Bfl-1 Bim block	RGS8-Gao reg	RGS4-Gao reg	ABCB1 inh
Cc1ccc2[nH]c(=O)cc(C(=O)OCC(=O)c3ccccc3)c2c1	103	-1	-3	13	-11	-5	-2	-1	102	101	0.5
Cc1ccc(-c2ccc(C)c(N)c2C)c(C)c1N	97	0	1	2	-5	0	0	-1	100	98	-0.4
O=C(Nc1cccs1)Nc1ccc(F)cc1F	101	3	-1	-1	-2	0	-2	2	102	98	-0.1
Cn1ccnc1SCC(=O)Nc1cccc([N+](=O)[O-])c1	97	-7	-1	1	-5	0	-3	-8	99	99	0.0
Cc1cc(N2CCCC2)ccc1/C=C1/C(=O)N(C)C(=S)N1C	99	-1	-1	2	-13	-2	-3	-2	94	99	0.4
FC(F)Oc1ccccc1NC(=S)NCc1ccco1	93	·	-5	2	-5	-6	-4	4	83	95	1.0
COC(=O)c1c(-c2cccc(OC)c2)csc1N	89	-8	-2	3	-6	-2	-3	-7	100	88	0.7
CCOC(=O)Cc1nc2nc(C)cc(C)n2n1	?	-5	-4	2	-6	-3	-5	-4	102	102	0.8
COc1nc(OC)nc(N2CCC(C(=O)NCc3ccco3)CC2)n1	100	-11	1	2	-6	-1	0	-14	98	99	0.2
Cc1ccc(Nc2cc(C)nn2-c2nc(C)cc(C)n2)cc1	103	1	2	6	6	2	2	0	101	104	1.3
O=C(C1CCCCC1)N1CCC(c2nc3c(nnn3Cc3c(F)cccc3Cl)c(=O)[nH]2)CC1	102	0	-1	15	0	-6	0	1	102	104	1.6
CCOC(=O)CCNC(=O)N1CCCC(C(=O)c2cccc(Cl)c2)C1 (stereo not drawn)	94	0	-4	2	-5	-4	-3	-6	97	98	0.6
Cc1ccc(=O)n(C(C(=O)NCc2ccco2)C(=O)c2ccc(F)cc2)c1 (stereo not drawn)	102	-5	3	2	-4	5	-4	-11	101	101	0.7
Cc1cc2oc(=O)cc(CN3CCc4ccccc43)c2cc1Cl	108	-10	2	3	-8	-3	-1	-10	100	107	-2.2
CC(=O)c1ccc(Sc2ccccc2)cc1	103	-8	-1	0	-6	0	0	-10	103	105	0.0
Cc1ccc(OCC(=O)NCC(=O)Nc2ccc(F)c(F)c2F)c([N+](=O)[O-])n1	105	-8	-5	3	-10	-8	-8	-9	102	102	0.0
O=c1c(C/C=C/c2ccccc2)c(O)ccn1CCc1c[nH]c2ccccc12	97	-4	0	1	-1	3	0	-2	100	96	0.4
CCCn1c(=O)c2ccccc2n2c(SCCOc3ccccc3)nnc12	99	-2	1	16	-5	2	-1	-5	102	103	1.8

Source: PubChem BioAssay (NMMLSC)
